Bioassay records deposited in PubChem by several laboratories.
FAS TE block – blocks the thioesterase domain of human fatty acid synthase; P49327; recombinant FAS-TE, OMFH fluorogenic substrate, fluorescence endpoint; inhibition, % at 15 µM; 360,000 compounds, 0.67% hits;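 active = compounds whose normalised, plate-corrected inhibition of enzyme fluorescence in the single-dose primary screen is 50% or more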;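 also: 0% = DMSO with enzyme and 100% = substrate without enzyme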
CSN deneddyl inh – CSN deneddylation inhibition | Q92905 | Purified CSN, SCF-Nedd8-OG deneddylation, fluorescence polarization | inhibition, % at 12.5 µM | 360,000 compounds, 0.38% hits;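 active = pattern-corrected inhibition above about 35%, with an unprinted fluorescence ratio check between 0.5 and 1.5, limit read from the data, passing the limit was not always enough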;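 also: 0% = enzyme with substrate and 100% = substrate without enzyme; some results filed as inactive read as strong as hits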
Target sequence (Q92905 whole entry, looked up, one chain of several): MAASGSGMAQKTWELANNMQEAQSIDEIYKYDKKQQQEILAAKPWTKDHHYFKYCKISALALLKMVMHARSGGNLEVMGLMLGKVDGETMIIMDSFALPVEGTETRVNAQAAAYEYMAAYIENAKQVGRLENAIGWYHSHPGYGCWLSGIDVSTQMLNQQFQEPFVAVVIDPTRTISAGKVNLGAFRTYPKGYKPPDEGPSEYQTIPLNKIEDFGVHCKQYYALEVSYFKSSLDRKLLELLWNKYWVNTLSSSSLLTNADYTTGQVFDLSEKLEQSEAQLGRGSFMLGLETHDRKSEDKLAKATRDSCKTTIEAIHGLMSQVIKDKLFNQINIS
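Detection – fluorescence polarization · System – HEK293T-derived human Csn5 enzyme · Controls – substrate-only high control, full reaction low control · Timing – 90 min, room temperature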
Neddylation inh – blocks human cullin neddylation; P61081+Q13564; TR-FRET cullin neddylation, biochemical; calls only at 25 µM; 360,000 compounds, 0.58% hits; AID 651699; in the data active = inhibition above about 36%
Target sequence (P61081 whole entry, looked up): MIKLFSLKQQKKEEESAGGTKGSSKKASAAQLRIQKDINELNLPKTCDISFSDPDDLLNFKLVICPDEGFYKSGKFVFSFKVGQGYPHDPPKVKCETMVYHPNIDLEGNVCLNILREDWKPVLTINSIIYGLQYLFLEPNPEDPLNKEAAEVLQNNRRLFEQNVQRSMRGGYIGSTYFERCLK
Target sequence (Q13564 whole entry, looked up): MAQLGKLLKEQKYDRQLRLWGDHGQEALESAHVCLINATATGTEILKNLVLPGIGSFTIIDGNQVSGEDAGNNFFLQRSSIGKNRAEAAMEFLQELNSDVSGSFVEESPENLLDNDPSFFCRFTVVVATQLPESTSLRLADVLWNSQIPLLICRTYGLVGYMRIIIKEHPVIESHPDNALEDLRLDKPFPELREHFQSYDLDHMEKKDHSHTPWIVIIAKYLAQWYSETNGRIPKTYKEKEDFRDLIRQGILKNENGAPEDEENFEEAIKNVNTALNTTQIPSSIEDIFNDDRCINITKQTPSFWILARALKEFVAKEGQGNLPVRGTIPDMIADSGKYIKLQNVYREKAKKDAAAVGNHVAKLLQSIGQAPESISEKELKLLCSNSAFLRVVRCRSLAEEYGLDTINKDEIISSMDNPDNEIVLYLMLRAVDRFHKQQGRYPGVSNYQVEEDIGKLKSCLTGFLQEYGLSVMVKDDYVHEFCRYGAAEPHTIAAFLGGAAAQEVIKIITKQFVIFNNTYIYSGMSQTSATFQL
Rin1-Abl PPI inh – human Rin1-Abl interaction inhibition; inhibition, % at 7.35 µM; AID 588664; P00519+Q13671; 360,000 compounds, 0.4% hits; TR-FRET Rin1/Abl binding, biochemical; in the data active = inhibition above about 5%, passing the limit was not always enough
MLLE-PAM2 inh – inhibitors of microRNA-mediated deadenylation, human PABP1 MLLE binding; GST-MLLE / FITC-PAM2 fluorescence polarization; inhibition, % at 20 µM; 360,000 compounds, 0.36% hits; AID 588489; in the data active = inhibition above about 35%, passing the limit was not always enough;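 also: plate controls were DMSO wells with GST-MLLE for no effect and wells lacking GST-MLLE protein for full effect; some results filed as inactive read as strong as hits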
Tb MetRS inh – Trypanosoma brucei MetRS inhibition; purified T. brucei MetRS, ATP depletion, Kinase-Glo luminescence; inhibition, % at 11.9 µM; AID 624268; 360,000 compounds, 0.4% hits;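 active = inhibition above a per-plate cutoff of the control wells' mean inhibition plus 3 SD, cut at about 5.5% in these data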;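 also: 0% = DMSO wells median and 100% = median of wells with control inhibitor compound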
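Measured by: Kinase-Glo luciferase luminescence reporting remaining unconsumed ATP. Material: purified T. brucei MetRS enzyme. Doses: 11.9 µM compound single dose, 0.9% DMSO. Medium: HEPES buffer containing pyrophosphatase, BSA, spermine, DTT. Times: 15 min preincubation, 2 h reaction, all 25 °C. Reagent: methionine, ATP and bulk E. coli tRNA.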
E coli Lon inh – inhibitors of E. coli Lon protease; P0A9M0; purified E. coli Lon protease, fluorescence polarization; inhibition, % at 7.94 µM; 360,000 compounds, 0.42% hits; AID 602123; in the data active = inhibition above about 13%, passing the limit was not always enough;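 also: 0% = enzyme with probe and DMSO and 100% = no enzyme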
MsrA act – activates bovine MsrA enzyme | purified bovine MsrA, absorbance read-out | activation, % at 10.6 µM | 360,000 compounds, 0.3% hits | AID 602163; in the data active = activation above about 7.5%;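 also: 0% = vehicle and 100% = reference activator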
MsrA inh – inhibitors of bovine MsrA; inhibition, % at 15.5 µM; AID 651718; 360,000 compounds, 0.75% hits; purified bovine MsrA, absorbance read-out; in the data active = inhibition above about 4.5%;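 also: 0% = vehicle wells with enzyme and 100% = reference inhibitor wells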
* hit, by the source's call; i = inactive; . = no result given.

SMILES	FAS TE block	CSN deneddyl inh	Neddylation inh	Rin1-Abl PPI inh	MLLE-PAM2 inh	Tb MetRS inh	E coli Lon inh	MsrA act	MsrA inh
COc1ccc(CC(=O)NCC(=O)NC(Cc2ccccc2)C(=O)O)cc1 (configuration not stated)	-2.9	3.1	i	1.1	5.6	-0.7	1.6	-0.8	0.4
Cc1cccc(NC(=O)c2ccc3ccccc3n2)n1	8.4	-0.8	i	-2.2	-5.8	-1.1	3.7	-0.9	0.3
Cc1cc(C)c2nc(C(F)(F)F)nc(NCCCN3CCCC3=O)c2c1	-43.6	-2.3	i	-0.8	-14.1	-1.0	-5.9	-2.8	0.3
CC(=O)NC1C(=O)N=C(SCC(=O)NC(C)c2ccccc2)NC1=O (configuration not stated)	-5.5	3.5	i	1.1	7.7	-0.2	-0.5	-2.3	-0.3
CCNC(=S)N1CCN=C1Nc1nc(C)cc(C)n1	1.0	-7.1	i	3.6	-113.6	-0.1	-6.3	-6.1	-1.3
O=S(=O)(Nc1ccccn1)c1cccs1	-6.2	2.9	i	0.1	5.7	-0.6	-7.5	-6.1	0.4
CCOC(=O)N1CCN(c2ccc(S(=O)(=O)N3CCOCC3)cc2[N+](=O)[O-])CC1	-10.8	-0.7	i	-2.6	7.5	0.3	0.8	-3.0	-1.1
O=C(c1ccccc1-c1nc2ccccc2[nH]1)N1CCOCC1	-4.6	-4.2	i	-0.6	-1.5	0.0	-7.1	-2.6	0.5
O=C(Nc1nnc(SCC(=O)N2CCCc3ccccc32)s1)c1ccc2ccccc2c1	48.7	-0.2	i	-3.8	-81.3	-0.8	-0.2	-3.8	1.8
N#Cc1c(C(F)(F)F)cc(-c2ccc(F)cc2)[nH]c1=O	-4.7	4.5	.	2.2	-1.4	-0.4	-1.4	-4.2	0.3
COc1ccc(N(C(=O)CNC(=O)c2ccco2)C(C(=O)NCC2CCCO2)c2ccccc2)cc1 (configuration not stated)	-4.5	5.1	i	1.6	-19.7	-0.2	1.7	-3.1	0.5
CCN/N=C(\Cc1nc2ccccc2[nH]1)c1ccccc1	1.2	4.0	i	0.7	3.2	0.5	-5.5	-2.6	-0.2
CCOC(=O)C1C(=O)NC(N2CCCCC2)=NC1c1ccco1 (configuration not stated)	-0.7	-1.8	i	3.0	1.3	-1.7	-3.7	-12.8	-1.4
Oc1ccc(Br)cc1/C=N/n1c(-c2ccccc2)n[nH]c1=S	5.0	3.1	i	-4.8	-58.0	-0.5	3.4	-1.7	-0.6
CCOC(=O)[C@H](CCc1ccccc1)N[C@H]1CCc2ccccc2N(CC(=O)O)C1=O	-7.1	-2.8	i	-0.7	2.9	-0.3	-5.9	-0.1	-0.9
CC(Sc1nnnn1-c1ccccc1)C(=O)Nc1ccc(N2CCN(C)CC2)cc1 (configuration not stated)	-4.3	0.2	i	-1.1	-8.1	0.8	-9.1	-3.6	0.3
O=C(Cn1nc(Cc2cccnc2)c2ccccc2c1=O)Nc1ccc2c(c1)OCO2	4.7	4.7	i	1.4	5.4	0.3	5.1	0.4	0.8
CS(=O)(=O)NCCSCc1ccc(Cl)cc1	-3.3	3.9	i	1.7	0.4	0.2	2.4	0.7	-0.2
COc1ccc2c(c1)C=C(CN1CCN(C(C)C)C(CCO)C1)CO2 (configuration not stated)	-3.9	2.6	i	.	4.1	.	.	.	0.9
N#Cc1ccsc1NC(=O)c1cccc(-n2cnnn2)c1	-7.0	38.0*	i	-1.4	-83.3	0.4	-130.7	-4.2	2.9
CC(C)c1ccccc1OCCCCCN1CCOCC1	-2.6	-1.9	i	2.5	0.6	-0.1	-6.4	-3.0	0.0
CN(C)C(=O)CN1C(=O)NC2(CCc3ccccc32)C1=O (configuration not stated)	-5.5	0.6	i	-1.2	5.8	-0.3	-0.7	-1.5	-1.2
CCCCNC(=O)c1sc2nc(C)cc(COC)c2c1-n1cccc1	8.7	0.0	i	-1.8	17.4	-0.7	-8.0	-10.7	0.5
Cc1c(-c2cc(C(=O)O)no2)cnn1C	-7.7	-5.2	i	2.6	-12.4	-2.3	-6.8	-3.5	2.4
COC(=O)CCCNS(=O)(=O)c1ccc2ccccc2c1	-1.4	-2.9	i	-1.4	1.5	-1.2	0.7	-4.2	-1.3
CCN1/C(=C/c2ccc3ccccc3[n+]2CCCS(=O)(=O)[O-])C=Cc2cc(C)ccc21	-1.5	9.3	i	-8.2	-180.5	-1.9	-3.8	-10.6	0.5
CCn1c(=O)cc(OCC(=O)N2CCN(c3ccc(F)cc3)CC2)c2ccccc21	33.3	1.6	i	-1.9	4.3	0.1	-4.8	-4.0	2.0
CCCC(=O)Nc1ccc(S(=O)(=O)Nc2nccs2)cc1	-5.2	-1.7	i	1.7	13.9	0.2	-3.0	-0.5	1.0
Cc1cc(C)cc(NC(=O)Cc2ccc(-n3cccc3)cc2)c1	4.2	2.0	i	-1.6	-3.2	-0.2	8.5	-2.1	1.0
CC(C)OC(=O)c1cc2ccccc2[nH]1	-0.6	-2.5	i	-9.8	9.6	0.1	-4.2	-1.4	-0.3

Reprinted from the part before: 2 entries, then new ones.
SMILES	FAS TE block	CSN deneddyl inh	Neddylation inh	Rin1-Abl PPI inh	MLLE-PAM2 inh	Tb MetRS inh	E coli Lon inh	MsrA act	MsrA inh
Cc1cc(C)cc(NC(=O)Cc2ccc(-n3cccc3)cc2)c1	4.2	2.0	i	-1.6	-3.2	-0.2	8.5	-2.1	1.0
CC(C)OC(=O)c1cc2ccccc2[nH]1	-0.6	-2.5	i	-9.8	9.6	0.1	-4.2	-1.4	-0.3
C/C(=N\NC(N)=S)c1cc(-c2ccccc2)c(-c2ccccc2)s1	33.2	5.5	i	-0.1	15.2	-0.5	-7.0	-3.1	1.4
O=C(Nc1ccon1)c1cccc(C(F)(F)F)c1	-7.3	0.6	i	-3.5	20.6	0.2	4.0	-1.7	0.1
CC(C)NCC#CCOc1ccc(Cl)cc1	-4.0	-3.6	i	4.0	1.1	-0.4	-0.8	-1.5	0.2
COc1ccc(CCNC(=O)COc2ccc(S(=O)(=O)NC3CCCCC3)cc2Cl)cc1	24.1	2.4	i	-0.5	-2.6	-0.1	13.7	0.1	0.1
COc1ccc(C(=O)Nc2ccc3c(c2)Cc2ccccc2-3)cc1	-10.6	2.5	i	0.1	-2.5	-1.4	-5.2	-11.7	0.7
O=C(Nc1cccc(C(F)(F)F)c1)c1csc([C@@H]2O[C@H](CO)[C@@H](O)[C@H]2O)n1	-7.2	3.4	i	-4.2	3.8	0.5	-1.0	-5.6	-0.8
C/C(=N\NS(=O)(=O)c1ccc([N+](=O)[O-])cc1)c1cccs1	32.1	-0.4	i	1.9	-0.2	-0.5	-5.8	-2.4	2.0
COc1ccc(/C(O)=C2/C(=O)C(=O)N(CCN(C)C)C2c2ccc(F)cc2)cc1Cl (configuration not stated)	0.2	-2.6	i	-8.2	2.7	-0.6	-5.6	-2.7	2.7
N/C(=N\OC(=O)Oc1ccccc1)c1ccc(Br)cc1	-1.6	1.2	i	1.1	4.0	0.2	-8.4	-1.8	-0.2
Cc1ccc(NCc2nc3ccccc3n2C)cc1C	2.2	1.6	i	-0.2	-10.4	0.1	-0.5	-3.4	1.0
CC(=O)c1ccccc1NC(=O)CSc1n[nH]c(=O)n1C1CC1	-4.7	-0.8	i	4.6	-1.8	-0.3	-17.4	-3.9	0.5
Cc1cccc(C)c1NC(=O)CN1C(=O)C2CC=CCC2C1=O (configuration not stated)	-4.3	1.8	i	-2.4	-12.2	-0.3	1.4	-2.9	0.1
Cc1ccc(S(=O)(=O)NCC(=O)N2CCN(S(=O)(=O)c3ccc(Cl)cc3)CC2)cc1C	6.2	-0.4	i	2.3	-1.9	-0.2	-7.2	7.3	1.6
COc1ccc(Cl)cc1S(=O)(=O)N1CCCC(C(=O)NCc2ccccn2)C1 (configuration not stated)	-5.2	-5.9	i	0.3	11.1	-0.1	-7.4	0.0	0.9
CCCCCn1c(SCC(=O)c2ccccc2)nc2cc(C(=O)NCc3ccco3)ccc2c1=O	-5.7	3.4	i	5.1	-10.8	-0.6	-1.9	-0.4	0.2

An excerpt from above, limited to MLLE-PAM2 inh.
compound,MLLE-PAM2 inh
C/C(=N\NS(=O)(=O)c1ccc([N+](=O)[O-])cc1)c1cccs1,-0.2
COc1ccc(/C(O)=C2/C(=O)C(=O)N(CCN(C)C)C2c2ccc(F)cc2)cc1Cl (configuration not stated),2.7
N/C(=N\OC(=O)Oc1ccccc1)c1ccc(Br)cc1,4.0
Cc1ccc(NCc2nc3ccccc3n2C)cc1C,-10.4
CC(=O)c1ccccc1NC(=O)CSc1n[nH]c(=O)n1C1CC1,-1.8

Going on with the list:
SMILES	FAS TE block	CSN deneddyl inh	Neddylation inh	Rin1-Abl PPI inh	MLLE-PAM2 inh	Tb MetRS inh	E coli Lon inh	MsrA act	MsrA inh
CSCCC(N=C1NS(=O)(=O)c2ccccc21)C(=O)N1CCCC(C(N)=O)C1 (configuration not stated)	-8.1	3.3	i	-0.1	11.2	-0.5	2.4	-5.2	-0.4
Cc1ccn(CC(=O)O)c(=O)c1	-6.5	-6.0	i	-1.3	-12.4	0.1	-1.2	1.8	-0.9
CCC1CCC(N2CCN(c3ccc([N+](=O)[O-])cc3)CC2)CC1 (configuration not stated)	14.1	5.8	i	-3.3	0.8	1.2	-8.8	-6.0	-0.6
CN(CC1CCCN(CCc2ccc(Cl)cc2)C1)C(=O)C(=O)c1ccco1 (configuration not stated)	-6.6	5.3	i	3.0	-1.7	-0.5	-6.8	-2.5	-0.4
CC(C)(C)c1ccc(S(=O)(=O)NCc2ccc(C(=O)N3CCCC3)cc2)cc1	-7.6	0.8	i	0.2	7.8	-1.1	-9.0	-7.4	-0.1
CC(=O)c1ccccc1NS(=O)(=O)c1c(C)nn(-c2ccccc2)c1C	8.5	1.8	i	-5.9	6.8	-0.2	-2.1	-3.4	-0.5
Cc1ccc(-c2nc3ncccc3o2)cc1NC(=O)c1ccccc1	-6.3	6.2	i	-1.8	-0.2	-0.1	-7.7	-2.2	-1.1
O=C(CSC1=NCCN1)Nc1ccccc1[N+](=O)[O-]	-5.2	-11.3	i	-3.6	31.6	0.4	-4.6	1.8	0.5
Cn1nnnc1SCc1csc(Nc2ccccc2)n1	1.2	7.0	i	-3.2	-4.3	-0.7	-2.4	0.7	0.8
COc1ccc(-c2cc(-c3nc4ccccn4c3NCc3ccccc3)ccc2OC)cc1	27.5	-4.6	.	-0.8	6.2	-0.2	5.3	-2.9	2.7
CN(C(=O)COC(=O)c1n[nH]c2ccccc12)c1ccccc1	-8.6	-2.6	i	2.7	1.4	-1.1	-8.0	-8.9	0.8
C=CCOC(=O)C1=C(C)OC(N)=C(C#N)C1c1ccco1 (configuration not stated)	-3.2	2.0	i	1.2	-17.9	-0.1	-10.4	-2.2	0.7
COc1ccccc1NC(=O)CCNS(=O)(=O)c1ccc2c(c1)CC(C)N2C(=O)C1CC1 (configuration not stated)	-4.8	-0.3	i	2.5	4.4	-0.5	-7.8	-4.8	0.9
O=C(CSc1nc2c(c(C(F)(F)F)n1)CCc1ccccc1-2)NCc1ccc(F)cc1	20.7	-0.6	i	-0.3	-0.4	-0.7	-3.0	5.4	-0.5
Cc1ccc(-c2ccc(C3=CC(=O)CC(C)(C)C3=O)cc2)cc1	4.2	2.4	i	0.4	-8.7	-0.6	1.6	-2.4	-1.1
Cn1c(N)c(C(=O)COC(=O)c2ccc(F)cc2Cl)c(=O)n(C)c1=O	0.8	2.9	i	2.8	8.9	-0.2	-7.8	-4.2	-0.8
